# Screens (PubChem BioAssay)
# Diaph act CS: compounds boosting diaphorase resazurin reduction – biochemical, uHTS, resorufin fluorescence, counter-screen for diaphorase-coupled primary assays, primary screen; Diaphorase/resazurin coupled assay, 16 min; stronger effect = higher value; 1 = vehicle wells, 0 = NADH-free wells; activation factor at 20 µM; hit rate 0.005% among 190,000; AID 1229, 2008;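 active = diaphorase activity raised at least twofold by the compound at 20 µM; inactive = activation factor below 2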
#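 Measured by – red resorufin fluorescence at 544/590 nm excitation/emission · Test system – Clostridium kluyveri diaphorase, purified enzyme · Incubation – reaction time 16 min, room temperature · Buffer or medium – 50 mM HEPES pH 7.4 with 4.542 mM MgCl2, 0.005% Tween 20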
# PMI act hi M6P: human PMI activators, high substrate, primary screen, biochemical, fluorescence intensity, near-saturating mannose 6-phosphate | coupled PMI enzyme assay, resazurin fluorescence, 20 min; stronger effect = higher value; 1 = untreated enzyme, 0 = substrate-free blank | hit rate 0.34% among 190,000 | activation factor at 20 µM;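 active = activation factor of 2 or more at 20 µM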
# Target sequence (P34949 whole entry, looked up): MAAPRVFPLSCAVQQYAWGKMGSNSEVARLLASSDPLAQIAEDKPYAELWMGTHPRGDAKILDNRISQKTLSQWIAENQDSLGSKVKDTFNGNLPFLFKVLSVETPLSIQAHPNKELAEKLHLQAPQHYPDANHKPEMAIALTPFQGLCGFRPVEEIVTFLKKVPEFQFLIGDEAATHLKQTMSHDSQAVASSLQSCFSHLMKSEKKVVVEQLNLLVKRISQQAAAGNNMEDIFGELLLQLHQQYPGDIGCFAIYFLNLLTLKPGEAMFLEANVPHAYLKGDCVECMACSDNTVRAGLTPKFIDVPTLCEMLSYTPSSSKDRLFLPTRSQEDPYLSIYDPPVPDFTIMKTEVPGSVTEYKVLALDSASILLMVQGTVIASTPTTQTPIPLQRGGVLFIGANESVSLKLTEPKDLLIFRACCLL
#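 Test system: human PMI in coupled enzyme assay; Input: PMI at 15 ng/mL final; Medium: HEPES buffer, pH 7.4; Schedule: 20 min incubation at room temperature; Technique: resorufin fluorescence at Ex 544/Em 590 nm; Compound: 20 µM single dose; Probe or stimulus: Near-saturating mannose-6-phosphate, 1.0 mM.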
# PMI act: activators of human PMI, primary screen, biochemical, fluorescence intensity, near-Km mannose 6-phosphate. Mannose-6-phosphate isomerase (Homo sapiens), P34949. purified human PMI, coupled resazurin fluorescence, 20 min; stronger effect = higher value; 1 = vehicle control, 0 substrate-free wells. activation factor at 20 µM. hit rate 0.005% among 190,000. AID 1214, 2008;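 active = activation factor of 2 or more at 20 µM, relative to plate controls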
# TNAP inh noacc: human TNAP enzyme inhibitors, primary screen, biochemical, luminescent, no phosphate acceptor, uHTS | inhibition, % at 20 µM | AID 1012, 2008 | Alkaline phosphatase, tissue-nonspecific isozyme (Homo sapiens), P05186 | hit rate 0.26% among 200,000 | purified TNAP, CDP-star luminescence, 30 min;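 active = tissue-nonspecific alkaline phosphatase inhibition above about 50% at 20 µM in the single-dose screen, limit read from the data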;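 also: 0% = DMSO negative control and 100% = EDTA positive control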
# FLuc stim CS: FLuc activators, initial screening, artefact control for FLuc-dependent activation tests, biochemical, ATPlite luminescence. AID 1027, 2008. 200,000 tested, under 10 active. ATPlite luciferase biochemical, 10 min; 0 = ATP-free wells, 1 = DMSO control. activation factor at 10 µM;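 active = luciferase activation factor, scaled between plate controls, of at least 2 with compound at 10 µM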
# Target sequence (P08659 whole entry, looked up): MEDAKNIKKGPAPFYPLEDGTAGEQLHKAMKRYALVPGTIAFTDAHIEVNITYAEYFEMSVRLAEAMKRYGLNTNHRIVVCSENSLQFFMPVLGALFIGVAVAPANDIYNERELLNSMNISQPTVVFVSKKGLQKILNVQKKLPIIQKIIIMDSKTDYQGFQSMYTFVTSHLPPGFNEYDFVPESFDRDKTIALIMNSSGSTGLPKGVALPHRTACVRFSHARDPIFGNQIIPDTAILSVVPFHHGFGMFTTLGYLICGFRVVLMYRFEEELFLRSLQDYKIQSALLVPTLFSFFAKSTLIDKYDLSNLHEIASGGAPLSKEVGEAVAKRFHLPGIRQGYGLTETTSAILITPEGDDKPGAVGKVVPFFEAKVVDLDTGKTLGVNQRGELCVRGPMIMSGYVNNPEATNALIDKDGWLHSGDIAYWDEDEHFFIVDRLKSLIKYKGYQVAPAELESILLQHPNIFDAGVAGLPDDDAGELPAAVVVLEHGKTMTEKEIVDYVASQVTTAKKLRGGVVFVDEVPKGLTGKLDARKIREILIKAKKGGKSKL
#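 Assay system: Luciferase/luciferin detection reagent, cell-free biochemical luciferase assay / Also added: ATP substrate / Schedule: 10 min at ambient temperature / Measured by: luminescence measurement of luciferase light output / Benchmarks: low control with PBS replacing ATP, high control enzyme plus ATP without compound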
# HMGR II inh: inhibitors of E. faecalis class II HMGR, primary screen, biochemical, Enterococcus faecalis; HMG-CoA reductase (Enterococcus faecalis, mvaE); purified E. faecalis HMGR, NADPH absorbance 340 nm kinetic; inhibition, % at 10 µM; hit rate 0.41% among 190,000; AID 1066, 2008;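 active = inhibition above a set limit, the median over all tested compounds plus 3 SD, cut at about 9.5% in these data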;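 also: enzyme runs in reverse so mevalonate oxidation gives rising NADPH absorbance; 0% = complete reaction with DMSO and 100% = background rate lacking mevalonate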
# G6PDH counter: L. mesenteroides G6PDH inhibitors, counter-screen for G6PDH-coupled screening assays, biochemical, Leuconostoc mesenteroides enzyme | glucose-6-phosphate dehydrogenase [Leuconostoc mesenteroides] | Purified L. mesenteroides G6PDH, diaphorase/resazurin coupled fluorescence, 45 min | inhibition, % at 5 µM | hit rate 0.12% among 200,000; in the data active = inhibition above about 50%
# Diaphorase inh: diaphorase inhibitors and chemical oxidizers, primary screen, counter-screen for diaphorase-coupled primary assays, biochemical, uHTS, resorufin fluorescence. diaphorase resazurin-to-resorufin fluorescence, NADH, 16 min; bacterial (C. kluyveri) enzyme, not human. inhibition, % at 20 µM. hit rate 0.69% among 190,000;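 active = primary screen inhibition at 20 µM above a set limit, cut at about 50% in these data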;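 also: plate controls were DMSO with full reaction for no effect and wells lacking NADH for full effect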
#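 Assay system: diaphorase enzyme from Clostridium kluyveri; Input: enzyme working solution with 0.14 U/mL diaphorase; Timing: 16 min at room temperature; Technique: resorufin fluorescence, excitation 544 nm, emission 590 nm; Benchmarks: positive control minus NADH, DMSO neutral control.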
# TNAP inh hiacc: human TNAP enzyme inhibitors, primary screen, biochemical, luminescent, high phosphate acceptor level, uHTS; Alkaline phosphatase, tissue-nonspecific isozyme (Homo sapiens), P05186; AID 1135, 2008; inhibition, % at 20 µM; purified TNAP, CDP-star luminescence, 1 M DEA; hit rate 0.03% among 200,000;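 active = over 50% inhibition of tissue-nonspecific alkaline phosphatase at 20 µM in the single-dose screen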;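 also: plate controls were DMSO wells for no effect and EDTA-quenched wells as full inhibition for full effect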
# TNAP act hiacc: TNAP activators at high phosphate acceptor level, primary screen, biochemical, luminescence, uHTS; Alkaline phosphatase, tissue-nonspecific isozyme (Homo sapiens), P05186; purified TNAP, CDP-star luminescence, 1 M DEA, 30 min; stronger effect = higher value; 0 = EDTA background, 1 = DMSO-only activity; activation factor at 20 µM; 200,000 tested, under 10 active; AID 1136, 2008;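 active = activation factor at least 2 at 20 µM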
#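 Measured by: Luminescent substrate turnover signal | Test system: Human TNAP | Input: TNAP 1/800 final | Dosing: 20 µM single point | Schedule: 30 min, room temperature | Controls: EDTA wells as negative control, DMSO wells as positive control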
# * hit, by the source's call; . = not tested or not shown.
SMILES,TNAP inh noacc,HMGR II inh,PMI act hi M6P,TNAP inh hiacc,PMI act,G6PDH counter,FLuc stim CS,Diaph act CS,Diaphorase inh,TNAP act hiacc
CC(/C=C/c1ccccc1)=N/NC(=O)CCC(=O)Nc1ccccc1C,4.3,-0.2,1.6,-6.5,1.5,14.5,1,1.1,-8.7,1.1
Cc1nc2c3ccccc3n(Cc3ccccc3F)c2s1,-8.7,-0.6,0.7,-3.3,0.9,9.6,1.1,0.7,29.4,1
N#Cc1cc2c(nc1SCC(=O)Nc1sc3c(c1C#N)CCC3)CCCC2,-13.7,-6.6,1.1,-3.2,1.1,0.0,1,1,-2.6,1
CSc1ccc(C#N)cc1NC(=O)c1ccccc1,-4.9,-1.9,1,-2.0,1,1.6,1,1,-4.1,1
CC1=C(C(=O)OC(C)C)C(C)C(C(=O)OC(C)C)=C(C)N1,-4.4,-2.8,0.9,-4.6,0.9,0.4,1.1,0.7,26.5,1
COC(=O)c1ccc(Cc2ccccc2)o1,-3.6,-9.5,1,-0.3,1,0.0,0.9,1,4.2,1
O=C(NC(=S)N1CCN(c2nc(-c3ccccc3)cs2)CC1)c1cncc(Br)c1,-4.7,4.7,.,-1.7,.,8.5,1.1,.,.,1
CC(C)CNC(=O)CC(c1ccccc1)c1c(O)ccc2ccccc12 (stereo not drawn),3.3,-0.8,0.8,2.2,0.9,2.3,1.1,0.8,20.9,1
Cc1cc(C)n(C)c(=O)c1C#N,-3.7,-4.7,0.9,3.4,0.9,9.4,1,1,2.0,1
CN(c1ccccc1)c1cc(=O)[nH]c(=O)[nH]1,-3.8,-1.2,0.7,-3.8,1,5.9,1.1,0.8,18.5,1
CC(C)CNC(=O)c1ccccc1NC(=O)CN(c1ccccc1)S(=O)(=O)N(C)C,-8.3,-1.1,0.8,-3.2,0.8,12.0,1,0.8,24.0,1
Cc1ccc(C=Nc2ccccc2C(N)=O)s1,-17.5,1.4,1.1,-0.8,1,11.7,1,0.9,6.4,1
O=S(=O)(c1ccccc1)N1CCN(c2ccnc3cc(Cl)ccc23)CC1,-1.2,-1.8,0.8,0.5,0.8,16.2,1,0.7,30.4,1
Cc1nn(C)cc1CN(C)C(=O)c1cc(-c2ccccc2)nc2ccc(Br)cc12,-10.4,-2.3,0.9,-3.8,1,-1.0,0.9,1,1.5,1
COc1ccccc1N1CCN(C(=O)CSc2ccc3c(C)cc(C)nc3n2)CC1,-6.4,-0.5,1.1,-2.2,1.1,1.9,1.1,0.9,10.3,1

# Sorted by molecular weight (ascending): some entries from above
SMILES,TNAP inh noacc,HMGR II inh,PMI act hi M6P,TNAP inh hiacc,PMI act,G6PDH counter,FLuc stim CS,Diaph act CS,Diaphorase inh,TNAP act hiacc
COC(=O)c1ccc(Cc2ccccc2)o1,-3.6,-9.5,1,-0.3,1,0.0,0.9,1,4.2,1
Cc1ccc(C=Nc2ccccc2C(N)=O)s1,-17.5,1.4,1.1,-0.8,1,11.7,1,0.9,6.4,1
O=S(=O)(c1ccccc1)N1CCN(c2ccnc3cc(Cl)ccc23)CC1,-1.2,-1.8,0.8,0.5,0.8,16.2,1,0.7,30.4,1

# Other results.
SMILES,TNAP inh noacc,HMGR II inh,PMI act hi M6P,TNAP inh hiacc,PMI act,G6PDH counter,FLuc stim CS,Diaph act CS,Diaphorase inh,TNAP act hiacc
COc1ccc(CNC(=O)CN2CCN(C(c3ccccc3)c3ccccc3)CC2)cc1,1.3,-5.1,1.1,-7.8,1.1,5.0,1,1.1,-7.3,1.1
Cc1[nH]nc2c1C(c1cccc(O)c1)C1=C(CC(C)(C)CC1=O)N2 (stereo not drawn),-8.1,-4.3,1,-3.1,1,3.9,1,0.8,15.2,1
O=C(CSc1ncc(-c2ccc(F)cc2)[nH]1)N1CCCCC1,-10.8,-2.4,1,2.4,0.9,-15.0,1,0.9,10.3,1
COc1ccc(C2CC(C(F)(F)F)n3ncc(C(=O)NCC4CCCO4)c3N2)cc1OC (stereo not drawn),-3.6,3.0,1,-7.1,1.1,-5.0,1.1,0.9,11.3,1.1
CC1(C)CC(=O)c2cc(OCC(=O)O)ccc2O1,-11.2,-3.1,1,-4.9,1,5.6,1,1,0.3,1
O=C(CSc1nc(O)cc(=O)n1-c1ccccc1)Nc1ccc(Br)cn1,-11.2,2.8,1,-7.2,1,6.5,1,0.8,22.5,1.1
N#Cc1ccccc1S(=O)(=O)N1CCN(c2ccc(S(=O)(=O)N3CCOCC3)cn2)CC1,-7.7,0.6,0.8,-3.7,0.9,0.8,1,0.7,27.9,1
Cc1csc(NC(=O)c2ccc(N3CCCC3=O)cc2)n1,-1.7,1.7,0.9,-4.9,1,0.2,0.1,1.1,-5.6,1
O=c1oc2ccccc2c2c1nnn2CCO,-8.9,-8.9,1,-4.2,1.1,10.3,1,1.1,-8.1,1
CN(C)c1ccc(/C=N/NC(=S)NCc2ccco2)cc1,-0.6,-0.2,1,-0.4,1.1,3.8,1,0.9,12.9,1
C=CCn1c(SCc2nc3cc(C(F)(F)F)ccc3c(=O)[nH]2)nc2sc(CC)cc2c1=O,0.8,-2.8,1,0.9,1,-1.2,1,0.9,9.9,1
CCOC(=O)N1CCN(S(=O)(=O)c2ccc(OCC)c(C)c2)CC1,-7.4,3.8,0.9,-1.9,0.8,29.7,1,0.9,12.6,1
N=C1C(c2ccccc2)=C(O)CN1c1cccc(S(N)(=O)=O)c1,0.9,-0.4,1.1,1.7,0.9,3.1,1,1,3.4,1
O=C(NCc1ccccn1)Nc1cccc(Cl)c1,-19.1,-1.3,1,-8.3,1,0.4,1,0.9,13.2,1.1
O=C1/C(=C/c2cccnc2)CCC/C1=C\c1cccnc1,-10.3,-1.7,1,-2.7,1,-0.5,1,0.9,6.7,1
O=C(Nc1cccc(C(F)(F)F)c1)C(SCCO)c1ccccc1 (stereo not drawn),-10.7,-1.2,0.9,-3.8,0.9,-5.8,1.1,0.8,19.8,1
CCCCCCCC(=O)OCC(O)CO (stereo not drawn),-11.1,-2.2,1.1,-5.2,1,13.2,1.1,1.1,-5.9,1.1
Nc1c(C(=O)NC2CCCCC2)nsc1C(=O)OCC(=O)NC1CCCCC1,-7.7,-3.3,1,-4.0,1.1,-2.4,1,0.9,9.5,1
Cc1ccc(C)c(NC(=O)c2nnn(Cc3ccccc3C)c2N)c1,-13.2,4.4,0.9,-7.4,0.8,2.2,1,0.8,24.8,1.1
COc1cnc(SCCC(F)=C(F)F)[nH]c1=O,-9.1,-5.1,1.1,-6.3,1.2,0.9,1.1,0.9,14.2,1.1
O=C(COc1cccc(F)c1)N1c2ccccc2Sc2ccccc21,-9.9,-0.8,0.9,-4.9,1,-7.4,1,0.9,14.2,1
O=C(NC1CC1)C1=C[C@H](c2ccc3c(c2)OCO3)C[C@H](OCc2ccc(CO)cc2)O1,-8.1,-1.6,1,-5.3,1,-1.7,1,0.9,11.9,1.1
CSc1cc(-c2ccccc2)n(Cc2ccc(Cl)cc2Cl)c(=O)c1C#N,-17.6,-4.3,1,-3.3,1,1.7,1.1,1,0.8,1
O=C(CSc1ncccn1)Nc1cc(Cl)ccc1[N+](=O)[O-],-1.5,-2.5,0.9,-2.8,0.9,15.4,1,0.9,9.0,1
C=CCNC(=O)CSc1nc2cc(C(=O)OCC)ccc2n1CC,-4.7,-1.1,1.1,6.5,1.1,2.1,1,1.1,-8.0,0.9
Fc1ccc(-c2csc(-c3ccccn3)n2)cc1F,-9.0,-1.1,1.1,-2.5,1.1,2.4,1,1.1,-8.7,1
O=C(CSc1nc(-c2ccccc2)cs1)NCCN1C(=O)CSC1=O,-26.2,-4.8,0.9,-4.1,1,-2.1,1,0.9,12.6,1
O=C1NC(=Nc2ccccc2)S/C1=C/c1cccnc1,5.2,-2.6,1.1,-3.8,1.1,-1.1,1,1,0.6,1
CC(C)(C)c1ccc(C(=O)C=[N+]=[N-])cc1,-6.3,-1.8,1.1,-8.3,1,10.6,0.9,1,-4.0,1.1
CCn1c(SCc2ccc(F)cc2)nnc1C1CCN(S(=O)(=O)c2ccc(OC)cc2)CC1,-15.3,-4.0,0.9,-5.1,0.9,-24.4,1,0.8,15.2,1.1
O=C(c1ccc(F)cc1)c1cnc(Nc2ccccc2)s1,-9.2,-5.3,1.1,-3.9,1.1,4.9,0.4,1,-2.8,1
Cc1cccc(NC(=O)NC(C)C(c2ccccc2)N2CCN(C)CC2)c1 (stereo not drawn),-8.3,-7.0,0.9,-4.2,1,3.9,1,1.1,-5.8,1
CCOc1cc(/C=N/NC(=O)CSc2nnc(C)s2)ccc1OCc1ccccc1Cl,-8.2,0.5,1,-4.7,0.9,-27.8,1.1,0.9,6.2,1
CCCOc1ccc(/C(O)=C2/C(=O)C(=O)N(CCOC)C2c2cccnc2)cc1 (stereo not drawn),4.0,-1.2,1.1,-7.4,1.2,12.7,1.1,1.1,-13.2,1.1
CC(C)(C)n1nnnc1C(c1cc2cc3c(cc2[nH]c1=O)OCCO3)N1CCSCC1 (stereo not drawn),-7.1,-2.2,0.9,-5.0,1,-5.8,1.1,0.8,23.8,1.1
O=C(/C=C/c1ccccc1Cl)NCc1ccco1,-6.5,-4.8,0.9,-4.2,0.9,1.2,0.9,0.9,6.3,1
CCOC(=O)Cc1csc(NC(=O)CSc2nnc(-c3ccc(C)cc3)o2)n1,-10.5,1.7,0.5,-2.3,1,4.4,1,0.9,12.9,1
O=C(O)Cc1cc2c(s1)CCCCC2,-5.3,-3.3,1,-10.3,1,8.1,1.1,0.7,29.5,1.1
O=C(O)CCCN=CC1=C(O)C(C(=O)c2ccccc2)CCC1=O (stereo not drawn),-6.5,6.5,1,0.8,1,3.6,1,0.9,12.1,1
